CAL PDZ FP-1: inhibitors of human CAL PDZ peptide binding. hit rate 0.92% among 300,000. purified CAL PDZ, TMR-peptide fluorescence polarization, 1 h. inhibition, % at 24.9 µM. Q9HD26. AID 602252;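 active means mean inhibition of at least 30% with at least half of replicates also reaching 30%; inconclusive means no clear call, values can overlap the other calls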;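 further: 0% = DMSO neutral control and 100% = excess unlabeled competitor peptide PRC23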
PvdQ inh: P. aeruginosa PvdQ acylase inhibition; hit rate 0.063% among 340,000; inhibition, % at 10 µM; AID 488965; purified PvdQ acylase, fluorescence plate reader; in the data active means inhibition above about 30%, passing the limit was not always enough; inconclusive means no clear call, values can overlap the other calls;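 further: 0% = vehicle neutral wells and 100% = reference inhibitor wells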
SR-BI DiI-HDL act: enhances SR-BI lipid uptake from DiI-HDL; CHO ldlA[mSR-BI] cells, DiI-HDL uptake fluorescence, 3 h; 100 = double the neutral-control signal; activation, % at 12.5 µM; hit rate 0.096% among 320,000; AID 504775;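 active means mean replicate activation of at least 60% and every replicate at or above 60%; inconclusive means mean or all-replicate condition met, but not both; inactive means mean below 60% and not all replicates reaching 60%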;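 further: 0% = median plate neutral-control signal and 100% = twice that signal; values of inactives mirror those of a sister screen read the other way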
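Material: SR-BI-overexpressing, LDLR-lacking CHO cells | Dosing: Single compound concentration, delivered by pin transfer | Probe or stimulus: Labelled HDL, 10 µg/mL | Signal: Bottom-read cell fluorescence after medium removal, ex 550/em 595 nm | Schedule: 3 h, 37 °C | Evaluation: HDL uptake via cellular fluorescence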
dFosB act: mouse delta FosB homodimer activation; purified delta FosB, TAMRA-CDK5 oligo fluorescence polarization; percent of positive-control signal above neutral wells; hit rate 0.99% among 340,000; P13346; activation, % at 25 µM;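 active means mean activation above about 17%, with every replicate also reaching it, limit read from the data, passing the limit was not always enough; inconclusive means only one of the two conditions met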;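 further: fluorescence polarization rise as delta FosB binds a TAMRA Cdk5 AP-1 oligo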
CAL PDZ FP-2: inhibitors of human CAL PDZ peptide binding; Q9HD26; purified CAL PDZ, TMR-peptide fluorescence polarization, 1 h; inhibition, % at 20 µM; hit rate 0.02% among 330,000; AID 504414;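 active means highest replicate inhibition of at least 40%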;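 further: plate controls were DMSO neutral control wells for no effect and unlabeled competitor peptide control wells for full effect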
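Assay system – tagged CAL PDZ protein CerCALP, purified · Timing – 1 h at RT · Compound – single point, 20 µM · Measured by – fluorescence polarization from S- and P-plane intensities, G-factor corrected · Evaluation – inhibition from polarization loss · Probe or stimulus – TMR reporter peptide T*-PRC34 · Buffer or medium – pH 7.4 phosphate-saline buffer, reducing agent, detergent, IgG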
SR-BI HDL uptake: blocks mouse SR-BI lipid uptake from DiI-HDL. AID 488896. hit rate 0.96% among 320,000. ldlA[mSR-BI] CHO cells, DiI-HDL uptake fluorescence, 3 h. inhibition, % at 12.5 µM;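 active means mean replicate inhibition of at least 70% and a set share of replicates each scoring 70 or more; inconclusive means meets just one of the two criteria; inactive means fails both criteria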;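 further: 0% = median of neutral control wells and 100% = median of positive control wells; values of inactives mirror those of a sister screen read the other way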
Target sequence (Q61009 whole entry, looked up): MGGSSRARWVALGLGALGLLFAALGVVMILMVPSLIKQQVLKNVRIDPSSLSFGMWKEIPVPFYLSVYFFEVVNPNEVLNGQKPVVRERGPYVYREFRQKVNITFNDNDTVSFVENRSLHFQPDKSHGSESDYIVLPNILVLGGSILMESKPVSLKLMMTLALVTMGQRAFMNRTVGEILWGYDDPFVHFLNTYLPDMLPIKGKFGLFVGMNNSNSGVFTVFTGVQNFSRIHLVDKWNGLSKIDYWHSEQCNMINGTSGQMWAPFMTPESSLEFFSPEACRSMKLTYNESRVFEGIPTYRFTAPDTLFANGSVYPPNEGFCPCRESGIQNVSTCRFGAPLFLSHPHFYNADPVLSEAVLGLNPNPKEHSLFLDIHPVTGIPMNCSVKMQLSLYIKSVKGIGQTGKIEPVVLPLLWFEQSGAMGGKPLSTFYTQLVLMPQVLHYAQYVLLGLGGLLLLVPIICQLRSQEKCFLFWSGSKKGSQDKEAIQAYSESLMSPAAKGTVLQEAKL
Rtt109 HAT inh: inhibitors of Candida albicans Rtt109/Vps75 histone acetyltransferase; Q5AAJ8; purified Rtt109/Vps75, ThioGlo CoA-SH fluorescence, 4 h; inhibition, % at 34.9 µM; hit rate 0.16% among 330,000;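 active means inhibition of at least 50% in every replicate; inconclusive means best replicate reaches 50% inhibition but some replicates fall short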
Target sequence (Q5AAJ8 whole entry, looked up): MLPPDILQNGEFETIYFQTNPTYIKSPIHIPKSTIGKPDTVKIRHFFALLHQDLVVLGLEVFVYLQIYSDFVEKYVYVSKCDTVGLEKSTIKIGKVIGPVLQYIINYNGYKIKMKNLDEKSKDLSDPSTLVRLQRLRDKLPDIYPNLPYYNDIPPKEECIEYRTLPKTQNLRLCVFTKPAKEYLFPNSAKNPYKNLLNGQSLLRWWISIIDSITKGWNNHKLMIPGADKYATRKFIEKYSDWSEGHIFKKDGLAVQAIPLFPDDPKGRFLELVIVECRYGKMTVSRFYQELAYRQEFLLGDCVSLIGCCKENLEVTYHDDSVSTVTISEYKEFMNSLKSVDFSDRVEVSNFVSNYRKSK
NSD2 HMT inh: blocks human histone methyltransferase NSD2; O96028; NSD2 peptide methylation, AlphaScreen, 120 min; inhibition, % at 12.5 µM; hit rate 0.54% among 310,000; in the data active means inhibition above about 50%
MITF TRPM1 HTS: MITF TRPM1 promoter activation in melanoma cells; SK-MEL-5 TRPM1-promoter luciferase, 24 h; % of positive control, neutral wells = 0; activation, % at 12.5 µM; hit rate 0.75% among 300,000;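 active means mean activation of at least 80% with every replicate also reaching 80%; inconclusive means mean reaches 80% but some replicate falls short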;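 further: 0% = neutral control wells and 100% = parthenolide positive control wells; values of inactives mirror those of a sister screen read the other way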
PfHsp90 set2: growth inhibition of yeast expressing Plasmodium Hsp90 | S. cerevisiae expressing PfHsp90, BacTiter-Glo ATP, 48 h; yeast lacking PDR1 and PDR3 efflux regulators | inhibition, % at 9.4 µM | hit rate 0.32% among 310,000;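 active means every replicate shows inhibition above about 80%, whatever the replicate mean, limit read from the data; inconclusive means mean inhibition reaches the set limit but some replicate falls short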;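 further: 0% = DMSO neutral controls and 100% = 20 µM radicicol positive controls; yeast relying on Plasmodium falciparum Hsp90 in place of its own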
* = called active by the depositor; ? = inconclusive; nt = no result given.

SMILES	CAL PDZ FP-1	PvdQ inh	SR-BI DiI-HDL act	dFosB act	CAL PDZ FP-2	SR-BI HDL uptake	Rtt109 HAT inh	NSD2 HMT inh	MITF TRPM1 HTS	PfHsp90 set2
O=C(Nc1ccn(C2CC(OC(=O)c3ccccc3)C(CO)O2)c(=O)n1)c1ccccc1 (configuration not stated)	0	-17	-29	0	nt	29	-6	-1	-4	5
Cc1ccc(S(=O)(=O)/N=C(\N)Nc2nc(C)c3ccccc3n2)cc1	-3	-13	-2	-11	-1.9	2	2	2	4	7
CCN(CC(=O)NCc1ccc(Cl)cc1)C(=O)CCOc1ccc(C)cc1	-2	11	-17	-7	-3.5	17	-2	1	0	-9
O=C(NCCc1ccccc1)C1CCC(CNS(=O)(=O)c2ccc(F)cc2)CC1 (configuration not stated)	41*	-19	17	3	0.0	-17	-7	0	21	-18
Cc1cccc(N2C(=O)C(O)=C(C(=O)c3cccs3)C2c2ccc(F)cc2)n1 (configuration not stated)	-1	-5	41	0	-1.6	-41	-3	0	-2	9
CCc1ccccc1NC(=S)N(CCN1CCOCC1)Cc1ccccc1F	-7	3	20	2	-1.1	-20	-3	0	3	10
COc1ccc(COc2cc(-c3cccc(OC)c3)nc3ccc(NC(=O)c4ccc(OC)cc4)cc23)cc1	-2	-5	-73	?	-1.4	73*	-2	nt	-10	-4
O=C(CC12CC3CC(CC(C3)C1)C2)NCc1ccccc1	1	-10	4	-4	-1.2	-4	-18	2	-2	-1
COc1ccc(C(=O)CSc2nnc(-c3cc4ccccc4cc3O)n2Cc2ccco2)cc1	-2	-5	-43	-11	-1.8	43	12	-2	4	nt
Cc1ccc2c(c1)[C@H]1[C@H](CO2)[C@H](c2ccccc2)[C@]2(C)C(=O)N(CC3CCCO3)CC(=O)N12 (some centres not stated)	-2	-3	-5	-4	-0.7	-12	1	nt	1	-36
COc1ccc2c(c1)OC[C@H]1[C@H]2N2C(=O)c3cc(OC)c(OC)cc3NC(=O)[C@@]2(C)[C@H]1c1ccccc1	7	-9	-62	15	-1.1	62	5	nt	-27	-27
CCn1c(=O)n(CC)c2cc(NS(=O)(=O)c3ccccc3)ccc21	-4	-15	22	-2	-2.2	-22	-21	-3	8	-1
Fc1ccc(CNc2ccccn2)cc1	nt	-10	-2	2	0.7	2	0	-2	4	-8
O=C(CSc1ccc([N+](=O)[O-])cc1)NCC1CCCCC1	2	-2	-7	-4	-4.2	7	-4	1	6	-15
CCN=C1S/C(=C\c2ccc(O)c(OCC)c2)C(=O)N1CC	0	-11	-44	-10	0.3	44	-3	12	28	7
CCCC1(C(=O)OCC)NC(c2ccc(N(C)C)cc2)C2C(=O)N(c3ccc(F)cc3)C(=O)C21 (configuration not stated)	-1	-9	13	-4	-0.4	-13	14	nt	nt	nt
O=C(CN1CCOCC1)Nc1ccc(-c2nc3ccccc3[nH]2)cc1	1	9	-8	-3	-3.3	8	5	0	84*	7
CC(C)OCCCNc1nc2c(c(=O)n(Cc3ccccc3F)c(=O)n2C)n1C	nt	-13	-9	-10	1.0	9	-39	0	-8	-13
Cc1nc2ccccc2n1Cc1n[nH]c(=S)n1-c1ccc(Cl)cc1	-4	13	19	6	-3.1	-19	nt	1	8	4
CCCCn1c(N)c(N(CCC(C)C)C(=O)c2sc3nc4n(c(=O)c3c2C)CCC4)c(=O)[nH]c1=O	-1	-13	6	6	-1.8	-6	-14	0	-3	-29
CCn1nc(C)c(CNC(=O)CC2C(=O)NCCN2CC(C)(C)C)c1C (configuration not stated)	3	-11	-16	1	-0.9	16	-5	-1	-14	-19
Cc1ccc(CSc2nnc([C@@H]3CCCN3C(=O)OC(C)(C)C)o2)cc1	1	-1	-12	3	-0.9	12	8	-2	nt	6
O=C(N/N=C/c1cc2c(cc1Cl)OCO2)c1cccc(Br)c1	-3	7	-81	-13	-3.1	81*	11	0	27	-7
Cc1ccccc1CN1CCN(C2CCC2)CC1CCO (configuration not stated)	0	-12	0	-11	0.3	0	-3	2	nt	20
COc1ccc(N2CC(NS(=O)(=O)c3cccs3)CC2=O)cc1 (configuration not stated)	nt	-10	-28	3	0.3	28	-7	1	1	5
Cc1ccc(Nc2c(O)nc[nH]c2=O)cc1C	-2	-2	-5	2	-1.4	5	-3	1	-7	12
COc1ccc(OC)c(NC(=O)c2cc3ccccc3cc2OC)c1	-6	-11	-57	-3	0.1	57	5	-1	29	10
CC(=O)N1CSCC1C(=O)NNS(=O)(=O)c1cccc(C(F)(F)F)c1 (configuration not stated)	-11	-12	9	-1	-0.4	-9	-1	-1	-3	6
O=C(CCc1c[nH]c2ccccc12)NC(Cc1ccccc1)C(=O)O (configuration not stated)	9	-3	18	3	0.1	-18	-4	-1	5	-18
COc1ccc(C)cc1S(=O)(=O)N1CCC2(CC1)OCCN2S(=O)(=O)c1cccs1	nt	0	4	-2	-0.2	-4	5	2	-9	9

Rewritten with values under each structure: entries from further up
Below each compound – CAL PDZ FP-1	PvdQ inh	SR-BI DiI-HDL act	dFosB act	CAL PDZ FP-2	SR-BI HDL uptake	Rtt109 HAT inh	NSD2 HMT inh	MITF TRPM1 HTS	PfHsp90 set2
Fc1ccc(CNc2ccccn2)cc1
 : nt	-10	-2	2	0.7	2	0	-2	4	-8
O=C(CSc1ccc([N+](=O)[O-])cc1)NCC1CCCCC1
 : 2	-2	-7	-4	-4.2	7	-4	1	6	-15
CCN=C1S/C(=C\c2ccc(O)c(OCC)c2)C(=O)N1CC
 : 0	-11	-44	-10	0.3	44	-3	12	28	7
CCCC1(C(=O)OCC)NC(c2ccc(N(C)C)cc2)C2C(=O)N(c3ccc(F)cc3)C(=O)C21 (configuration not stated)
 : -1	-9	13	-4	-0.4	-13	14	nt	nt	nt
O=C(CN1CCOCC1)Nc1ccc(-c2nc3ccccc3[nH]2)cc1
 : 1	9	-8	-3	-3.3	8	5	0	84*	7
CC(C)OCCCNc1nc2c(c(=O)n(Cc3ccccc3F)c(=O)n2C)n1C
 : nt	-13	-9	-10	1.0	9	-39	0	-8	-13
Cc1nc2ccccc2n1Cc1n[nH]c(=S)n1-c1ccc(Cl)cc1
 : -4	13	19	6	-3.1	-19	nt	1	8	4
CCCCn1c(N)c(N(CCC(C)C)C(=O)c2sc3nc4n(c(=O)c3c2C)CCC4)c(=O)[nH]c1=O
 : -1	-13	6	6	-1.8	-6	-14	0	-3	-29
CCn1nc(C)c(CNC(=O)CC2C(=O)NCCN2CC(C)(C)C)c1C (configuration not stated)
 : 3	-11	-16	1	-0.9	16	-5	-1	-14	-19
Cc1ccc(CSc2nnc([C@@H]3CCCN3C(=O)OC(C)(C)C)o2)cc1
 : 1	-1	-12	3	-0.9	12	8	-2	nt	6
O=C(N/N=C/c1cc2c(cc1Cl)OCO2)c1cccc(Br)c1
 : -3	7	-81	-13	-3.1	81*	11	0	27	-7
Cc1ccccc1CN1CCN(C2CCC2)CC1CCO (configuration not stated)
 : 0	-12	0	-11	0.3	0	-3	2	nt	20
COc1ccc(N2CC(NS(=O)(=O)c3cccs3)CC2=O)cc1 (configuration not stated)
 : nt	-10	-28	3	0.3	28	-7	1	1	5
Cc1ccc(Nc2c(O)nc[nH]c2=O)cc1C
 : -2	-2	-5	2	-1.4	5	-3	1	-7	12
COc1ccc(OC)c(NC(=O)c2cc3ccccc3cc2OC)c1
 : -6	-11	-57	-3	0.1	57	5	-1	29	10

Further entries:
SMILES	CAL PDZ FP-1	PvdQ inh	SR-BI DiI-HDL act	dFosB act	CAL PDZ FP-2	SR-BI HDL uptake	Rtt109 HAT inh	NSD2 HMT inh	MITF TRPM1 HTS	PfHsp90 set2
CCN(Cc1ccccc1)C(=O)CSc1nc(C)cc(=O)[nH]1	nt	0	10	-4	-0.2	-10	11	12	-12	-7
Cc1csc(NC(=O)CCCC(=O)c2ccccc2)n1	1	-5	9	-6	-2.5	-9	-2	-1	10	8
CCC(CC)C(=O)NCCN1CCN(C(=O)C(CC)CC)CC1	0	1	27	-3	-3.3	-27	12	-3	-10	-2
Cc1ccc(-n2c(SCC(=O)Nc3ccc4c(c3)OCO4)nnc2-c2ccccn2)cc1	0	-17	-37	-2	-0.7	37	-3	1	-3	1
CCn1cc(CN2CCCC(C(=O)Nc3cccc(-c4cc5ccccc5[nH]4)c3)C2)cn1 (configuration not stated)	51*	-7	-46	1	1.6	46	15	2	0	-10
O=S(=O)(c1ccc(F)c(F)c1)N1CCN(CCc2ccccc2)CC1	-1	-14	-12	-4	-2.4	12	1	-2	-3	-15
CC1(C)OC(=O)C(=CSc2ccc(C(C)(C)C)cc2)C(=O)O1	3	-18	9	-2	0.3	-9	4	0	-3	-14
Cc1nn(Cc2ccc(Cl)cc2)c(C)c1NC(=O)c1ccc([N+](=O)[O-])cc1	-6	-12	-2	-2	-0.8	2	-1	-1	-7	-33
O=C1NCC(CN(c2ccccc2)c2ccccc2)O1 (configuration not stated)	-7	-18	0	-5	0.0	0	-6	1	-10	4
CN1CCN(Cc2cccc(Oc3ccc(Cl)cc3)c2)CC1	-7	-7	31	-6	-1.8	-31	-22	6	16	-8

Compound profiles, as listed above. Screens in order: CAL PDZ FP-1	PvdQ inh	SR-BI DiI-HDL act	dFosB act	CAL PDZ FP-2	SR-BI HDL uptake	Rtt109 HAT inh	NSD2 HMT inh	MITF TRPM1 HTS	PfHsp90 set2
CN1CCN(Cc2cccc(Oc3ccc(Cl)cc3)c2)CC1 is entered as -7	-7	31	-6	-1.8	-31	-22	6	16	-8
Cc1csc(NC(=O)CCCC(=O)c2ccccc2)n1 is entered as 1	-5	9	-6	-2.5	-9	-2	-1	10	8

Source: PubChem
